# High-throughput results deposited in PubChem by National Center for Advancing Translational Sciences (NCATS).
# Fluorescein autfl: fluorescein region autofluorescence; Compound autofluorescence, 480/540 nm, fluorescein-equivalent; hits give high values; max fluorescein-equivalent concentration, M; actives 0.91% (n = 59,000); in the data active = max fluorescein-equivalent concentration above about 10 nM; inconclusive = between about 1.1 nM and that limit
#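 In this qHTS profile, compound fluorescence was measured with a 480 nm/540 nm filter pair following a 15-min room-temperature incubation in 100 mM Tris (pH 8.0). A six-point fluorescein series on each plate served for normalization.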
# HEK293 cAMP ctrl: counter-screen for TSHR agonists: cAMP increase in parental HEK293. parental HEK293 CNG cAMP sensor, membrane potential fluorescence. Potency, µM (titrated, usually from 57.1 µM), without a hit: top-dose activation, usual class: activators. actives 2.5% (n = 73,000); also: potency is read from the fitted curve at half-maximal effect; % of control where 0% means no effect; nearly all actives have a fitted effect of over 55% in size
#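 Counterscreen for endogenous-receptor signalling: CNG-channel HEK 293 cells report cAMP rise by membrane depolarization. After 60 min dye equilibration with 100 uM RO 20-1724, compounds incubated 30 min before bottom-read fluorescence at 590 nm.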
# Rhodamine autofl: rhodamine region autofluorescence; Rhodamine-region fluorescence, 547/598 nm, Tris buffer; hits give high values; max dye-equivalent concentration, M; actives 0.05% (n = 59,000); AID 594; in the data active = max dye-equivalent concentration above about 11 nM; inconclusive = between about 1.1 nM and that limit
#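 Intensities are converted to rhodamine-equivalent concentration using a six-point rhodamine standard on each plate. Compounds sit 15 min at room temperature in 100 mM Tris buffer, pH 8.0; read uses the 547/598 nm excitation/emission pair.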
# 4-MU autofl: 4-MU region autofluorescence. compound autofluorescence, 340/450 nm, 4-MU equivalents; hits give high values. max dye-equivalent concentration, M. actives 11% (n = 59,000); in the data active = max dye-equivalent concentration above about 10 nM; inconclusive = mostly about 1.1 nM to 9.6 nM
#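 Compounds in 100 mM Tris, pH 8.0, incubated 15 min at room temperature, then fluorescence read at 340 nm excitation/450 nm emission. Signal converted to 4-MU dye-equivalent concentration using an on-plate six-point 4-MU standard curve.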
# A350 fluor: compound fluoresces in the Alexa 350 spectral region; actives 11% (n = 59,000); max dye-equivalent concentration, M; Compound autofluorescence, 340/450 nm, Alexa 350 dye-equivalents; hits give high values; in the data active = max dye-equivalent concentration above about 10 nM; inconclusive = mostly about 1.1 nM to 9.6 nM
# Tau filament bind: binds recombinant human tau filaments; recombinant tau filaments, thioflavin S fluorescence, 15 h; filaments grown with octadecylsulfate alongside compound; Potency, µM (titrated, usually from 57.1 µM), without a hit: at the highest dose activity change, negative = inhibition; actives 2% (n = 71,000); P10636;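 also: potency is read from the fitted curve at half-maximal effect; % is scaled to controls: 0 for no effect and ±100 for the full control effect; actives lower thioflavin S fluorescence by blocking filaments or displacing dye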
#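 Thioflavine S fluorescence (ex 450, em 510 nm) reports filaments formed from 1 uM human tau plus 30 uM ODS over 15 h at 37 C (10 mM HEPES pH 7.4, 100 mM NaCl, 5 mM DTT); compounds displacing dye or blocking filaments lower signal.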
# Casp7 inh: allosteric or competitive inhibitors of human caspase-7; recombinant caspase-7, Ac-DEVD-AFC fluorescence rate; Potency, µM (series often up to 57.5 µM), without a hit: at the highest dose activity change, negative = inhibition, hits mostly inhibitors; actives 0.02% (n = 75,000); AID 889; active = well fitted inhibition curve with a large enough effect in the main read-out, with a control signal flat, not every such curve was filed as active; inconclusive = small, poorly fitted or top-dose-only effect, or a change in a side signal; also: potency is read from the fitted curve at half-maximal effect; % of control where 0% means no effect
# FLuc inh: inhibitors of firefly luciferase. Potency, µM (series often up to 57.1 µM), without a hit: at the highest dose activity change, negative = inhibition, usual class: inhibitors. P08659. purified firefly luciferase, luminescence, 8 min. actives 2.2% (n = 72,000). AID 411; also: potency is read from the fitted curve at half-maximal effect; % is scaled to controls: 0 for no effect and ±100 for the full control effect; nearly all actives have a fitted effect of over 40% in size
#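 Inhibition of light generation by firefly luciferase from ATP and luciferin was profiled with concentration-response curves per sample, ATP held at 10 uM within the enzyme's linear range. Plates were read by luminescence after an 8-minute ambient incubation.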
# Caspase-1 inhib: caspase-1 (human) inhibition, allosteric or competitive; P29466; Caspase-1 enzyme, Ac-WEHD-AFC fluorogenic rate; Potency, µM (titrated, usually from 57.5 µM), without a hit: top-dose activity change, negative = inhibition, most hits filed as inhibitors; actives 0.03% (n = 75,000); AID 900;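 also: potency is read from the fitted curve at half-maximal effect; plate controls were vehicle for no effect and no substrate for full effect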
# ERK AVP block: blocks ERK signaling stimulated by vasopressin | Potency, µM (titrated, usually from 57.5 µM), inactives show top-dose activity, negative = inhibition, most hits filed as inhibitors | actives 0.99% (n = 72,000) | HEK293-V1b, vasopressin-stimulated pERK AlphaScreen; also: potency is read from the fitted curve at half-maximal effect; % is scaled to controls: 0 for no effect and ±100 for the full control effect; nearly all actives have a fitted effect of over 55% in size
#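 HEK293 cells stably expressing V1b receptor, seeded overnight in 1% FBS, were treated with compounds for 30 min at 37C, then stimulated 5 min with 25 nM vasopressin; phospho-ERK read by AlphaScreen SureFire after lysis.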
# Texas Red fluor: compound fluoresces in the Texas Red spectral region. Compound fluorescence, Texas Red channel, 547/618 nm; hits give high values. max dye-equivalent concentration, M. actives 0.06% (n = 59,000). AID 587; in the data active = max dye-equivalent concentration above about 10 nM; inconclusive = between about 1.1 nM and that limit
#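 Pin-transferred compounds and Texas Red standards go into 100 mM Tris buffer, pH 8.0. After 15 min at room temperature, plates are imaged with 547/618 nm filters. Each value is a dye-equivalent concentration derived from the per-plate dye curve.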
# Starred values were filed as active, the others as inactive; i = inactive; ? = inconclusive; · = not tested or not shown; [ ] = another dose, or the depositor's remark. Unless noted, calls follow the shape of the dose curve; as a rule, active = well fitted curve in the direction sought with a large enough effect; inconclusive = small, poorly fitted or top-dose-only effect, or another doubt; inactive = no such curve, though single readings can be large; an effect the other way counts as inactive or inconclusive.
# Sample of the layout:
SMILES,Fluorescein autfl,HEK293 cAMP ctrl,Rhodamine autofl,4-MU autofl,A350 fluor,Tau filament bind,Casp7 inh,FLuc inh,Caspase-1 inhib,ERK AVP block,Texas Red fluor
Cn1c(=O)c2c(nc(N3CCCCC3)n2CCCNC2=NCCCC2)n(C)c1=O,i,8%,i,i,i,10%,1%,3%,-1%,7%,i
Cc1ccc(N2CCN(CCc3nc4cc(NS(C)(=O)=O)ccc4n3C)CC2)cc1,i,5%,i,i,i,8%,-2%,1%,-1%,-12%,i
COCCn1c(=O)c(C)nc2cnc(OCc3ccccc3)nc21,i,3.2µM*,i,i,i,-6%,-2%,1%[11.4 µM],0%,?,i

# The list itself, from the first entry:
SMILES,Fluorescein autfl,HEK293 cAMP ctrl,Rhodamine autofl,4-MU autofl,A350 fluor,Tau filament bind,Casp7 inh,FLuc inh,Caspase-1 inhib,ERK AVP block,Texas Red fluor
Cn1c(=O)c2c(nc(N3CCCCC3)n2CCCNC2=NCCCC2)n(C)c1=O,i,8%,i,i,i,10%,1%,3%,-1%,7%,i
Cc1ccc(N2CCN(CCc3nc4cc(NS(C)(=O)=O)ccc4n3C)CC2)cc1,i,5%,i,i,i,8%,-2%,1%,-1%,-12%,i
COCCn1c(=O)c(C)nc2cnc(OCc3ccccc3)nc21,i,3.2µM*,i,i,i,-6%,-2%,1%[11.4 µM],0%,?,i
O=C(OCCN1CCOCC1)C(c1ccccc1)c1ccccc1,i,9%,i,i,i,-5%,2%,1%,-1%,2%,i
CC(=C(CCOP(=O)(O)O)SC(=O)c1ccccc1)N(C=O)Cc1cnc(C)nc1N,i,-1%[25.6 µM],i,i,?,-14%[25.6 µM],1%,3%[25.5 µM],3%,18%,?
Cc1cc(N2CCOCC2)cc(C)[n+]1[O-],i,18%,i,i,i,-6%,1%,1%,-2%,-4%,i
CCCCn1c2c(c(=O)n(C)c1=O)C(c1ccc(OC)cc1)N1CCCCCC1=N2 (stereo not given),i,21%,i,2.5e-08M*,2.6e-08M*,8%,-1%,2%,-1%,9%,?
CCN(CCCNC(=O)c1ccc(N2CCCC2=O)cc1)c1cccc(C)c1,i,?,i,i,?,-4%,-2%,4%,0%,4%,i
CCCOc1ccc(C2C(C(=O)c3ccc(C)o3)=C(O)C(=O)N2CCN2CCOCC2)cc1OC (stereo not given),i,7%,i,i,i,11%,-6%,5%,-8%,-4%,i
O=C(CN1C(=O)c2ccccc2S1(=O)=O)NCCSc1ccccc1,?,-2%,i,i,i,-3%,0%,0%,0%,-6%,i
COc1ccc(CNc2nc3nc(C)c(Cl)c(C)n3n2)cc1OC,i,-3%,i,?,?,12%,0%,-3%,-4%,-8%,?
CC12CCC(C(=O)n3c1nc1ccccc13)C2(C)C (stereo not given),?,-2%,i,i,i,8%,-3%,0%,1%,2%,?
COc1ccc(-n2c(Cc3cccn3C)nnc2SCC(=O)Nc2ccc(C(C)=O)cc2)cc1,·,-22%,·,·,·,37%,-3%,0%,1%,-1%,·
Cc1nn(-c2nnc(C)c(=O)[nH]2)c(C)c1SCC(=O)Nc1ccc(C(C)C)cc1,i,-1%,i,i,i,-3%,-2%,-1%,-1%,-26%,i
COc1ccc(C(=O)N2CCN(c3ccc(C)c(C)c3)CC2)cc1OC,·,3%,·,·,·,-6%,5%,0%,-2%,·,·
CCC(C)NC(=O)C1=C(C)C(=O)OC12CCC(C)CC2 (stereo not given),·,-1%,·,·,·,4%,0%,-8%,-3%,-9%,·
O=C(CN1CCN(C(=O)c2c(F)cccc2F)CC1)Nc1ccccc1F,i,3%,i,i,i,-2%,3%,3%,-2%,-1%,i
Cc1ccc(-n2ncc3c(NCCCn4ccnc4)ncnc32)c(C)c1,·,1.6µM*,·,·,·,-15%,-1%,0%,-1%,·,·
COc1ccc(CCNC(=O)CCS(=O)(=O)c2cccc3nsnc23)cc1OC,i,-2%,i,i,i,-7%,-1%,0%,0%,13%,?
COc1ccc(N2CCN(c3nc4c(c(=O)[nH]c(=O)n4C)n3Cc3cccc(C)c3)CC2)cc1,i,-21%,i,i,i,-7%,0%,1%,2%,-3%,?
Cc1ccc2c(c1)N(CCC(=O)NCC1CCCO1)C(=O)CO2 (stereo not given),i,19%,i,i,i,-5%,-1%,4%,-2%,11%,i
COc1cccc(NC(C)C(=O)N2CC(C)OC(C)C2)c1 (stereo not given),i,1%,i,i,i,4%,-1%,5%,0%,19%,i
O=C(NCc1ccccc1)c1ccc(/C=N/O)nc1,·,23%,·,·,·,7%,0%,1%,3%,-9%,·
CCOC(=O)c1c(NC(=O)c2noc3c2CCCC3)sc2c1CCCC2,i,4%,i,?,?,-2%,-4%,-2%,0%,3%,i
O=c1c2[nH]c3ccccc3c2ncn1C1CCCCC1,i,2%,i,i,?,26%,1%,-24%,-2%,8%,?
Cc1cccc(C)c1NC(=O)N1CCC(N2CCCCC2)CC1,?,24%,i,i,i,2%,1%,1%,0%,3%,i
O=C1[C@@H]2[C@H](C(=O)N1O)[C@H]1C=C[C@@H]2C1,?,·,i,i,i,·,·,0%[25.5 µM],·,·,i
Cc1ccc(OC(=O)CCC(=O)OCCCC(F)(F)C(F)(F)F)cc1,·,2%,·,·,·,-9%,0%,2%,-1%,1%,·
CCOc1ccc(OCC)c(NC(=O)CSc2nc3c(c(=O)n(C)c(=O)n3C)n2CC)c1,i,12%,i,i,i,-1%,1%,-1%,1%,-16%,i
COCCNC(=O)CCn1nc(-c2ccc(Cl)cc2)ccc1=O,i,1%,i,i,i,-12%,-1%,0%,-1%,-14%,i
CC(=O)N1CCc2cc(Br)cc(S(=O)(=O)NCCCN3CCCC(C)C3)c21 (stereo not given),i,11%,i,i,i,-8%,5%,2%,-5%,11%,i
c1ccc(Cc2nn3c(-c4ccncc4)nnc3s2)cc1,i,1%,i,i,i,-5%,0%,2%,-2%,-15%,i
CC(C)Nc1nc(-c2ccccc2)nc(-n2ccnc2)n1,i,?,i,i,i,10%,-1%,1%,0%,-7%,i
O=C(c1ccc(S(=O)(=O)N2CCOCC2)cc1)N(Cc1ccco1)Cc1cccs1,?,16%,i,i,i,-2%,-2%,-2%,-1%,-20%,i
O=S(=O)(Cc1ccccc1)N1CCc2ccccc21,3.4e-08M*,?,2.1e-08M*,i,i,?,-3%,-6%,-1%,0%,2e-08M*
CN(C1CCCCC1)S(=O)(=O)c1ccc(S(=O)(=O)N2CCN(CCC#N)CC2)cc1,·,11%,·,·,·,67%,-3%,3%,1%,13%,·
CCC(=O)OC1(C#CCOc2ccc(OC)cc2)CCN(C)CC1,?,17%,i,i,i,-10%,0%,-1%,2%,-22%,?
CC(Sc1nncs1)C(=O)NCc1ccc2c(c1)OCO2 (stereo not given),i,2%,i,i,i,-2%,-1%,-4%,1%,-21%,?
CCOC(=O)c1c(C)c(C(=O)NCc2cccs2)c(C)n1CC,i,3%,i,i,i,-1%,1%,1%,-1%,-9%,i
COC(=O)c1cc(OC)c(OCc2cc(C(=O)OC)oc2C)c(OC)c1,·,2%,·,·,·,16%,-3%,0%,-3%,0%,·
C(=N\n1cnnc1)/c1cccnc1,?,·,i,i,i,·,·,-2%[25.5 µM],·,·,i
c1ccc(CSc2nnc3c(n2)OC(c2ccco2)Nc2ccccc2-3)cc1 (stereo not given),·,-6%[11.4 µM],·,·,·,4µM*,-1%,-12%,-4%,?,·
O=S(=O)(Nc1cccc2ccccc12)N1CCCC1,i,3%,i,?,?,-16%,1%,2%,-3%,-12%,i
Cc1cc(C(=O)NCc2cc(C(=O)O)oc2C)c(C)o1,?,3%,i,i,i,10%,-1%,0%,-5%,-8%,i
COC(=O)c1ccc(C(NC(=O)OCc2ccccc2)/C(C)=C/[C@@H](C)C(=O)N2CCN(C)CC2)cc1 (stereo not given in full),·,22%,·,·,·,-12%,-1%,·,-2%,-10%,·
COC(=O)C1=C(C)N(c2ccc(F)cc2)C(=O)C1,·,6%,·,·,·,8%,-4%,-1%,-1%,9%,·
Cc1noc(N)c1C(=O)Nc1ccc(F)c(Cl)c1,i,5%,i,i,i,-17%,-2%,1%,1%,-18%,?
O=C(CSc1nnc(-c2ccccc2Cl)o1)N1CCCCC1,·,?,·,·,·,8%,0%,-12%,-2%,-19%,·
O=C(c1ccc(Cl)cc1)N1CCC(c2nc(-c3cccs3)no2)CC1,i,?,i,i,i,3%,-2%,3%,-6%,6%,i
CCCc1c(OCCCCc2nn[nH]n2)ccc(C(C)=O)c1O,i,?,i,i,i,·,-4%,2%[25.5 µM],0%,-5%,i
Cc1cc(C)c(C#N)c(SCc2[nH]nc3c2C(c2ccccc2)C(C#N)=C(N)O3)n1 (stereo not given),?,·,i,i,i,·,·,1%[25.5 µM],·,·,i
COc1ccc(CCN(Cc2nc3ccccc3c(=O)[nH]2)C(=O)c2ccco2)cc1OC,i,5%,i,i,i,-16%,-2%,-1%,-2%,?,i
Cc1cc(C(=O)Nc2ccc(S(=O)(=O)Nc3onc(C)c3C)cc2)c(C)o1,i,-1%,i,i,i,2%,-3%,0%,-1%,-13%,i

# These rows are one share of the data (hit frequency here may not be typical).
